# Compound activity as filed in PubChem BioAssay.
# BL2 CD40 inh: inhibitors of CD40-induced NF-kB signaling, primary screen, BL2 cells, luciferase reporter, single point | CD40L-induced, 4 h | inhibition, % at 10 µM | hit rate 0.94% among 83,000 | AID 1053188, 2014;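 active means mean inhibition of at least 50% with a set share of replicates also reaching that level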;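 further: 0% = neutral control wells and 100% = IKK inhibitor VII at 50 µM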
# Active calls of the source: *; & = joins results of further samples; [ ] = another dose, or the depositor's remark. A portion of the library. The share of hits here may be higher or lower than overall.
SMILES,BL2 CD40 inh
O=C(CN1C(=O)NC2(CCCCC2)C1=O)N1CCc2ccccc2C1,3
CCCOC(=O)C1C2C=CC(C2)C1C(=O)OCC(=O)c1ccccc1 (stereo not drawn),10
O=[N+]([O-])c1cccc(-c2ccc(CN3CCCCC3)o2)c1,-15
Cc1sc2ncnc(OCC(=O)N3CCN(S(=O)(=O)c4ccccc4)CC3)c2c1C,36
CN(C)S(=O)(=O)c1ccc(-c2csc(-c3cccnc3)n2)cc1,-39
COc1cccc(NC(=O)N2[C@H](CO)[C@H](c3ccccc3)[C@H]2CNCC(C)C)c1,9[25 µM]
COc1ccc(NS(=O)(=O)c2cc(NC(=O)C3CC3)ccc2N2CCCCC2)cc1,-14
CC1CCCN(S(=O)(=O)c2cccc(-c3cn4cccnc4n3)c2)C1 (stereo not drawn),2
C[C@H](NC(=O)C[C@H]1CC[C@H]2[C@@H](COC[C@@H](O)CN2Cc2ccc(C(F)(F)F)cc2)O1)c1ccccc1,18[25 µM]
CCN(C(=O)COC(=O)c1ccc(SC)cc1OC)C1CCS(=O)(=O)C1 (stereo not drawn),5
Cc1ccc(S(=O)(=O)N2CCN(C(=O)COC(=O)/C=C/c3ccccc3)CC2)c(C)c1,-11
O=S(=O)(Nc1ncnc2c1oc1ccccc12)c1ccc(Cl)s1,0
CCOC(=O)C1CCCN(C(=O)CCc2nnc(-c3ccc(C(C)=O)s3)o2)C1 (stereo not drawn),-126
O=C(Cn1c(=O)c2cccn2c2ccc(F)cc21)N1CCN(c2ccc(F)cc2)CC1,0
O=C(COC(=O)CCC(=O)c1ccccc1)Nc1nnc(-c2ccccc2)o1,8
O=C(CCc1nnc(Cc2ccc3c(c2)OCO3)o1)NC(c1ccccn1)C(F)(F)F (stereo not drawn),11
Cc1cc(C)nc(SCc2cn3ccccc3n2)n1,-14
CN(Cc1ccccc1F)C[C@H]1[C@@H](c2ccccc2)[C@@H](CO)N1S(C)(=O)=O,0[25 µM]
CN(C)C(=O)c1ccc(-c2ccc([C@@H]3[C@@H](C#N)N(C(=O)C4CCC4)[C@H]3CO)cc2)cc1,-8
COC(=O)c1ccc2nc(C(F)(F)F)[nH]c2c1,0
C[C@H](O)C#Cc1ccc([C@@H]2[C@H]3CN(C(=O)c4ccncc4)CCCCN3[C@H]2CO)cc1,2[25 µM]
C/C=C/c1ccc(OCC(=O)OCC2=C(C(=O)OCC)C(C)NC(=O)N2)c(OC)c1 (stereo not drawn),-3
CC(C)(C)c1ccc(S(=O)(=O)C(C)(C)C)cc1,12
Cc1ccsc1C(C(=O)NC(C)(C)C)N(C(=O)c1csnn1)c1ccccc1 (stereo not drawn),1
Nc1nc(-c2ccco2)c(-c2ccco2)s1,5

# Some of these compounds in order of number of heavy atoms, lowest first.
SMILES,BL2 CD40 inh
Nc1nc(-c2ccco2)c(-c2ccco2)s1,5
CC(C)(C)c1ccc(S(=O)(=O)C(C)(C)C)cc1,12
O=C(COC(=O)CCC(=O)c1ccccc1)Nc1nnc(-c2ccccc2)o1,8
Cc1sc2ncnc(OCC(=O)N3CCN(S(=O)(=O)c4ccccc4)CC3)c2c1C,36

# (listing goes on)
SMILES,BL2 CD40 inh
O=C(c1cnccn1)N1CC(=O)N2[C@@H](CO)[C@@H](c3ccc(-c4cccc(F)c4)cc3)[C@@H]2C1,-2[25 µM]
Cc1cc(C)n2nc(SCCC(=O)NCCc3ccccc3)nc2n1,-2
Cn1cccc1C(=O)OCC(=O)N1CCc2ccccc21,-70
COc1cc(OC)cc(C(=O)NCC(=O)NCCN2C(=O)S/C(=C\c3ccc4c(c3)OCO4)C2=O)c1,-23
COc1cc(NC(=O)COC(=O)C2CC(O)CN2S(=O)(=O)c2ccc(Cl)cc2)c(C)cc1[N+](=O)[O-] (stereo not drawn),-12
Cc1ccc(NC(=O)CN(C)CC(=O)NC2CCCc3ccccc32)cc1 (stereo not drawn),9
COCCN(C(=O)c1ccco1)c1nc(-c2ccc(OC)cc2)cs1,-34
Cc1ccc(S(=O)(=O)c2ccsc2NC(=O)c2ccccc2)cc1,-1
COc1cc(=O)n(C)c2ccccc12,12
COc1ccc(S(=O)(=O)N2CCCCC2)cc1NC(=O)c1ccc(C)cc1,6
COC(=O)CC1(c2cccc3ccccc23)C(=O)c2ccccc2C1=O,8
O=C(Nc1ccc(S(=O)(=O)NCc2ccco2)cc1)c1ccc2ccccc2n1,-29
O=C(/C=C/c1cccc(F)c1)OCC(=O)N1CCCC1,-28
Cn1c(=O)c2[nH]c(CCCc3nc4ccccc4[nH]3)nc2n(C)c1=O,1
CC(=O)c1c(C)n(C)c2ccc(OC(=O)c3ccc([N+](=O)[O-])cc3)cc12,11
CCOc1ccc2oc(C(=O)OCC(=O)NC3CC3)c(C)c2c1,-25
COc1ccccc1C(C)NS(=O)(=O)c1ccc(Cl)nc1 (stereo not drawn),4
C[C@@H]1CN([C@@H](C)CO)C(=O)c2cc(C3=CCCCC3)cnc2O[C@@H]1CN(C)S(=O)(=O)c1cn(C)cn1,2[25 µM]
CCOC(=O)N1CCc2[nH]c3ccc(C)cc3c2C1,-22
Cc1ccc(S(=O)(=O)N2CCN(CC(=O)N/N=C/c3ccc(C)o3)CC2)cc1,3
NS(=O)(=O)c1ccc(NCc2c(F)cccc2Cl)cc1,-11
CC(Oc1ccccc1)C(=O)Nc1nc(-c2ccccn2)cs1 (stereo not drawn),8
O=c1[nH]c(N2CCCCCC2)nc2ncn(Cc3ccccc3)c12,0
C[C@@H]1CN([C@@H](C)CO)C(=O)CCCn2cc(nn2)CO[C@@H]1CN(C)C(=O)Nc1cccc2ccccc12,-1[25 µM]
c1nc(N2CCOCC2)c2[nH]cnc2n1,9

# A different layout for part of the listing above.
Molecule	BL2 CD40 inh
Cc1ccc(NC(=O)CN(C)CC(=O)NC2CCCc3ccccc32)cc1 (stereo not drawn)	9
COCCN(C(=O)c1ccco1)c1nc(-c2ccc(OC)cc2)cs1	-34
Cc1ccc(S(=O)(=O)c2ccsc2NC(=O)c2ccccc2)cc1	-1
COc1cc(=O)n(C)c2ccccc12	12
COc1ccc(S(=O)(=O)N2CCCCC2)cc1NC(=O)c1ccc(C)cc1	6
COC(=O)CC1(c2cccc3ccccc23)C(=O)c2ccccc2C1=O	8
O=C(Nc1ccc(S(=O)(=O)NCc2ccco2)cc1)c1ccc2ccccc2n1	-29
O=C(/C=C/c1cccc(F)c1)OCC(=O)N1CCCC1	-28
Cn1c(=O)c2[nH]c(CCCc3nc4ccccc4[nH]3)nc2n(C)c1=O	1
CC(=O)c1c(C)n(C)c2ccc(OC(=O)c3ccc([N+](=O)[O-])cc3)cc12	11
CCOc1ccc2oc(C(=O)OCC(=O)NC3CC3)c(C)c2c1	-25
COc1ccccc1C(C)NS(=O)(=O)c1ccc(Cl)nc1 (stereo not drawn)	4
C[C@@H]1CN([C@@H](C)CO)C(=O)c2cc(C3=CCCCC3)cnc2O[C@@H]1CN(C)S(=O)(=O)c1cn(C)cn1	2[25 µM]
CCOC(=O)N1CCc2[nH]c3ccc(C)cc3c2C1	-22
Cc1ccc(S(=O)(=O)N2CCN(CC(=O)N/N=C/c3ccc(C)o3)CC2)cc1	3
NS(=O)(=O)c1ccc(NCc2c(F)cccc2Cl)cc1	-11
CC(Oc1ccccc1)C(=O)Nc1nc(-c2ccccn2)cs1 (stereo not drawn)	8
O=c1[nH]c(N2CCCCCC2)nc2ncn(Cc3ccccc3)c12	0
C[C@@H]1CN([C@@H](C)CO)C(=O)CCCn2cc(nn2)CO[C@@H]1CN(C)C(=O)Nc1cccc2ccccc12	-1[25 µM]
c1nc(N2CCOCC2)c2[nH]cnc2n1	9

# (cont.)
SMILES,BL2 CD40 inh
COc1ccc(O)c(/C=N/NC(=S)Nc2cccnc2)c1,-39
O=C(COC(=O)c1ccc(OC(F)F)cc1)NCCC1=CCCCC1,0
c1ccc(CCN2CCN(c3ncnc4c3cnn4-c3ccccc3)CC2)cc1,-2
COc1ccc(NC(=O)N2C[C@H](O)COC[C@@H]3O[C@H](CC(=O)NCc4ccncn4)CC[C@H]32)cc1,-18[25 µM]
C[C@@H]1CN([C@H](C)CO)C(=O)c2cc(NC(=O)Nc3cccc4ccccc34)ccc2O[C@@H]1CN(C)S(=O)(=O)c1cccs1,-2[25 µM]
O=C(c1cccnc1)N1C[C@H]2[C@@H](c3ccccc31)[C@H](CO)N2C(=O)Nc1cccc(F)c1,0[25 µM]
O=C(NCCCn1ccnc1)C1CCCN(S(=O)(=O)c2ccc(F)cc2)C1 (stereo not drawn),-28
CC1(C(=O)Nc2cnc3ccccc3c2)CCN1C(=O)CC(c1ccccc1)c1ccccc1 (stereo not drawn),-6
COc1cccc(C(Nc2ccccn2)c2oc(CO)cc(=O)c2O)c1 (stereo not drawn),-3
CC1(C)NC(=O)N(CC(O)COc2ccccc2-c2ccccc2)C1=O (stereo not drawn),3
CO[C@H]1CN(C)C(=O)c2cc(NC(=O)c3nc4ccccc4s3)ccc2OC[C@@H](C)NC[C@@H]1C,-5[25 µM]
O=C(CC1CC1)N1CC2(C1)[C@H](c1ccccc1)[C@@H](CO)N2Cc1ccccn1,-15[25 µM]
COc1ccc([C@@H]2C/C=C\C[C@H](c3ccc(F)cc3)NC(=O)CCC(=O)N2)c(OC)c1,4[25 µM]
CC(=O)OCC1OC(COC(C)=O)(c2ccc(C)cc2)C(OC(C)=O)C1OC(C)=O (stereo not drawn),0
CCOCCCNCC(=O)NCC1CCCCC1,9
Cc1ccc(S(=O)(=O)N2CC[C@@H]3[C@@H](CO)N(C)c4ccc(-c5ccccc5F)cc4[C@@H]32)cc1,34[25 µM]
Cc1c(C)n2c(SCC(=O)N3CCCCCC3)nnc2[nH]c1=O,1
c1ccc(CCOn2ccnc2)cc1,13
COc1ccccc1C(CNC(=O)C1CCN(C(=O)Nc2ccccc2)CC1)N1CCCC1 (stereo not drawn),-10
Cc1ccc(NC(=O)CSCC(=O)Nc2ccccc2C(=O)NC2CC2)cc1,-4
O=C(NCC1COc2ccccc2O1)c1ccccc1 (stereo not drawn),-69
COc1cccc(CNC(=O)C[C@H]2CC[C@@H]3[C@@H](COc4ccc(NC(=O)c5cccs5)cc4C(=O)N3C)O2)c1,7[25 µM]
CCCCCC(=O)NC(CC(=O)OC)c1ccc2c(c1)OCO2 (stereo not drawn),9
CC(C)Cc1csc(NC(=O)C(C)C)c1C(=O)O,7
CCN1CCN(C(C(=O)NC2CCCC2)c2cc3c(cc2[N+](=O)[O-])OCO3)CC1 (stereo not drawn),-5
# Other compounds.
SMILES,BL2 CD40 inh
CN(C)c1ccc(NC(=O)c2ccc3c(c2)nnn3C)cc1,-58
O=C(CSc1nnnn1C1CCCCC1)N1CCN(C(=O)c2ccco2)CC1,3
CC(=O)N1CCN(c2ccccc2NC(=O)c2ccco2)CC1,1
COc1ccc(CNc2oc(C)nc2C#N)cc1,-1
CC=CC1OCC(CC)C(CCC)O1 (stereo not drawn),5
O=C(C[C@H]1C[C@@H]2c3cc(NC(=O)Nc4ccccc4F)ccc3O[C@@H]2[C@H](CO)O1)NCc1ccc2c(c1)OCO2,-9[25 µM]
CC(C)(C)NC(=O)NC(=O)COC(=O)c1cccc(F)c1,13
COC(=O)C[C@@H]1C[C@H]2c3cc(NC(=O)Nc4ccccc4)ccc3O[C@H]2[C@H](CO)O1,-4[25 µM]
O=C(Nc1ccon1)c1ccc(N2CCCCC2)c([N+](=O)[O-])c1,-122
O=C(Nc1ccccc1)c1cc2ccccc2s1,-109
Cc1ccc(S(=O)(=O)Nc2ccc3c(c2)C(=O)N([C@H](C)CO)C[C@@H](C)[C@H](CN(C)S(=O)(=O)c2cccs2)OCCCC[C@H](C)O3)cc1,25[25 µM]
CCN(Cc1ccc2c(c1)OCO2)C(=O)CSc1nc(C)nc2sc(C)c(C)c12,4
O=C(O)C1CCC(C(=O)O)O1 (stereo not drawn),-2
O=C(Nc1nc(COc2ccccc2)cs1)C1CCC1,-14
CCc1nc(CN(C)C(=O)C2CCC(=O)N(CCc3cccc(F)c3)C2)no1 (stereo not drawn),-31
CC=Cc1ccc2n(c1=O)C[C@H]1[C@H](CO)[C@@H](C(=O)Nc3ccc(-c4ccccc4)cc3)[C@@H]2N1C(=O)CC (mixture of isomers),1[25 µM]
Cc1cccc(C)c1OCC(O)CNS(=O)(=O)c1ccccc1C(=O)N1CCOCC1 (stereo not drawn),11
CCc1c(C(=O)NC2CCCC2)csc1C,4
O=S(=O)(c1cccc(Cl)c1)N1[C@@H]2CNC[C@H]1C2c1ccc(-c2cccc(F)c2)cc1 (stereo partly drawn),-1&-3
CCOC(=O)c1c(/N=C/N(C)C)sc(C)c1C,4
COc1ccc(NC(=O)COC(=O)c2ccc(-n3nc(C)cc3C)cc2)cc1OC,7
Cc1cccc(-c2ccc(C3[C@@H]4CN(C(=O)c5ccncc5)C[C@H]3N4)cc2)c1 (stereo partly drawn),6&-10[25 µM]
C[C@H](CO)N1C[C@H](C)[C@H](CN(C)C(=O)C2CCOCC2)Oc2ncc(-c3cccc(C#N)c3)cc2C1=O,-9[25 µM]
c1cc(C2OCCN2CC2COC3(CCCC3)O2)ccn1 (stereo not drawn),2
COc1ccc(CN(C)C(=O)Cc2ccc(OC)c(S(=O)(=O)N3CCOCC3)c2)cc1,8
# Remaining list, next part:
SMILES,BL2 CD40 inh
c1cncc(C2OCC3(CO2)COC(c2cccnc2)OC3)c1 (stereo not drawn),10
Cc1ccc2nc(-c3ccc(NC(=O)c4cccnc4)cc3)oc2c1,-103
Cc1occc1C(=O)NCc1ccccc1F,10
O=C1C=C(NCCOC23CC4CC(CC(C4)C2)C3)C2(CCCCC2)O1,5
CCS(=O)(=O)Nc1cc(C(=O)OC)ccc1C(=O)OC,3
CCCNC(=O)N1[C@@H](CO)[C@@H]2c3ccccc3N(C(=O)NC(C)C)C[C@@H]21,4
N#Cc1ccc2ccn(CC(=O)NCc3ccccc3)c2c1,-29
CC(NC(=O)c1cccnc1)C(c1cccs1)N1CCN(C)CC1 (stereo not drawn),6
O=C(c1c[nH]c2ccccc12)C(O)C(c1ccccc1)N1CCOCC1 (stereo not drawn),16
C[C@H]1CN([C@@H](C)CO)C(=O)c2cc(C3=CCCC3)cnc2O[C@@H]1CN(C)C(=O)Nc1ccc(C(F)(F)F)cc1,7[25 µM]
CCOC(=O)c1[nH]c(C)c(C(=O)NC(C)(C)C)c1C,-7
